High-throughput results: PubChem BioAssay, National Center for Advancing Translational Sciences (NCATS)
Mm-Cpn inhibitor = blocks the Methanococcus maripaludis chaperonin Mm-Cpn. 0.031% of 330,000 active. Potency, µM (series often up to 76.9 µM), without a hit: at the highest dose activity, negative = inhibition, hits mostly inhibitors. AID 504842. purified Mm-Cpn ATPase, ADP Transcreener TR-FRET; further: potency means the concentration at half of the fitted maximal effect; on the % scale 0 is the no-effect control and ±100 the full control effect; nearly all actives have a fitted effect of over 80% in size
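25 nM Mm-CPN + cpd, 10 min 37°C; + 10 uM ATP, 30 min 37°C; buffer 30 mM Tris pH 7.4, 100 mM KCl, 5 mM MgCl2, 1 mM DTT; Transcreener ADP HTRF detection 30 min RT.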
TGFb SMAD3 inh = blocks TGF-b signaling. HepG2 CAGA-GFP TGF-b/SMAD3 reporter, GFP fluorescence, 18 h; TGF-beta stimulated, 500 pg/mL final. Potency, µM (series often up to 46.1 µM), without a hit: at the top dose activity, negative = inhibition, hits mostly inhibitors. 1.2% of 410,000 active; further: potency means the concentration at half of the fitted maximal effect; on the % scale 0 is the no-effect control and ±100 the full control effect; nearly all actives have a fitted effect of over 65% in size
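Using HEPG2 CAGA-GFP reporter cells at 1000 cells/well, we pinned test compounds, stimulated with recombinant TGF-beta (500 pg/mL final) and measured total well GFP after 18 h.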
A549 viability = counter-screen for Nrf2 inhibitors: cytotoxicity in A549 cells; A549 ARE-Fluc cells, CellTiter-Fluor viability, 18-24 h; Potency, µM (highest dose often 46 µM), for the others: at the highest dose activity change, negative = cytotoxicity, actives largely listed as inhibitors; 0.16% of 390,000 active; AID 504648; further: potency means the concentration at half of the fitted maximal effect; on the % scale 0 is the no-effect control and ±100 the full control effect
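A549 ARE_Fluc cells in 5% FBS OPTI-MEM were exposed to compounds in concentration-response for 18-24 h at 37 deg C. Viability was read by CellTiter-Fluor fluorescence (Ex 405/Em 525) after 30 min, before the luciferase read.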
CCT modulator = changes cytosolic chaperonin activity; 0.3% of 360,000 active; activity change, % (test concentration not listed), hits read low; purified chaperonin ATPase assay, HTRF ADP detection, 30 min; AID 651819; in the data active means activity change below about -30%; further: on the % scale 0 is the no-effect control and ±100 the full control effect
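ATPase activity: ADP formed was measured by HTRF Transcreener (665/615 nm ratio) after 30 min at 37 deg C with 10 uM ATP. Compounds screened at one 76 uM concentration against 40 or 20 nM TRiC in Tris pH 7.4/KCl/MgCl2/DTT buffer.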
EPAC2 agonist = agonists of human EPAC2 (RAPGEF4) | EPAC2 activation, biochemical qHTS; response scale: 100% = 6.5 mM cAMP response | 0.079% of 360,000 active | Potency, µM (series often up to 154 µM), without a hit: top-dose activation, most hits filed as activators | Q8WZA2 | AID 720711; further: potency means the concentration at half of the fitted maximal effect; nearly all actives have a fitted effect of over 50% in size
Target sequence (Q8WZA2 whole entry, looked up): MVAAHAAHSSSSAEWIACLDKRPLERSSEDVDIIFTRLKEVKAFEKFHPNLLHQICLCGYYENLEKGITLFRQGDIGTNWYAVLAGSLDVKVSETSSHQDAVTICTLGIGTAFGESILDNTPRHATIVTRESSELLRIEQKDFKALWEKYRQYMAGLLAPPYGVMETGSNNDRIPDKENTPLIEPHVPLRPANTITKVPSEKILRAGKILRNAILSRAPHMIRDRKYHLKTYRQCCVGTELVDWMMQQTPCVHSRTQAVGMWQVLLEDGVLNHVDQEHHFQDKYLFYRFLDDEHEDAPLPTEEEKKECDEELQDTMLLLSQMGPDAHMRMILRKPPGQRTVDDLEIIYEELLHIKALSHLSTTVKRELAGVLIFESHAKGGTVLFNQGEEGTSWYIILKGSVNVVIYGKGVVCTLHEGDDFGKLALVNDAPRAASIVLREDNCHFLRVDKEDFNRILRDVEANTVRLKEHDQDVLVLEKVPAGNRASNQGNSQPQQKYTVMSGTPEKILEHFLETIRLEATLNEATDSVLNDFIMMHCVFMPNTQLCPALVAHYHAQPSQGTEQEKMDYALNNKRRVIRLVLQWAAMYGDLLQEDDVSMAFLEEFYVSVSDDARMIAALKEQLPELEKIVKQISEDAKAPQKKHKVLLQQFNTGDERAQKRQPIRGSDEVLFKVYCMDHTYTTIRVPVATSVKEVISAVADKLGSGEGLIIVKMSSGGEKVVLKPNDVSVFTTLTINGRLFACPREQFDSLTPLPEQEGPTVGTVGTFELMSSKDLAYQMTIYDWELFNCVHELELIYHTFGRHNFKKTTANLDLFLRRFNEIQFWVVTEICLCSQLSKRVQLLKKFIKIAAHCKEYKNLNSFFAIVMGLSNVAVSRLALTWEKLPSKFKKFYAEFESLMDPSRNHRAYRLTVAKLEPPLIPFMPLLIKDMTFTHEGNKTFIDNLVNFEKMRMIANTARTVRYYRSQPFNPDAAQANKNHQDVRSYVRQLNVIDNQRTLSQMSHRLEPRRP
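Each well held 100 nM EPAC2, 250 nM RAP1B-BODIPY-GDP and 50 uM GDP. Fluorescence, read at 5-min intervals to 30 min, was referenced to a 6.5 mM cAMP positive control.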
Nrf2 ARE act = activators of Nrf2 (ARE) signaling; 0.31% of 410,000 active; AREc32 ARE-luciferase reporter (MCF7-derived line), luminescence, 24 h; Potency, µM (series often up to 46.1 µM), for inactives: at the top dose activation, most hits filed as activators; further: potency means the concentration at half of the fitted maximal effect; % of control where 0% means no effect; nearly all actives have a fitted effect of over 65% in size
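AREc32_Fluc, 1000 cells/well, OPTI-MEM + 5% FBS, o/n 37 deg C 5% CO2; 23 nL cpd by pin tool, 24 hr; Steady-Glo 30 min RT, luminescence.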
Nrf2 block = blocks Nrf2 signaling; Potency, µM (series often up to 46 µM), without a hit: at the highest dose activity change, negative = inhibition, most hits filed as inhibitors; AID 504444; 2.1% of 360,000 active; A549 ARE-Fluc reporter, luciferase luminescence, 18-24 h; further: potency means the concentration at half of the fitted maximal effect; on the % scale 0 is the no-effect control and ±100 the full control effect; nearly all actives have a fitted effect of over 60% in size
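Two sequential reads on A549 ARE_Fluc cells exposed to compound for 18-24 h: a CellTiter-Fluor fluorescence read for viability, then a luciferase luminescence read for Nrf2/ARE activity.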
Akt phos inh = blocks phosphorylation of Akt. Neuro2A IGF-stimulated pAkt S473 HTRF, 20 min; active compounds read low. activity change, % for hits at 50 µM. 0.32% of 360,000 active. AID 651550; in the data active means activity change below about -80%; inconclusive means mostly about -51% to -80%; further: on the % scale 0 is the no-effect control and ±100 the full control effect
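Neuro2A cells (4,500/well, DMEM with 0.5% FBS) were treated with compound at a single 50 µM final concentration, stimulated with 6 nM IGF for 20 min at 37 °C, and lysed. Phospho-Akt Ser473 was read by HTRF as 665/615 ratio ×10^4.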
EPAC2 antag = EPAC2 (human) antagonism; EPAC2 GEF exchange of Rap1B-BODIPY-GDP, fluorescence; Potency, µM (highest dose often 114 µM), for the others: top-dose activity, negative = inhibition, usual class: inhibitors; 0.18% of 360,000 active; AID 720708; further: potency means the concentration at half of the fitted maximal effect; on the % scale 0 is the no-effect control and ±100 the full control effect; nearly all actives have a fitted effect of over 45% in size; many of its hits are not listed in these tables
Starred values were filed as active, the others as inactive; i = inactive; ? = inconclusive; . = not tested or not shown; & = joins results of further samples; [ ] = dose if it differs, or a comment. Unless noted, the call rests on the fitted dose curve; in most records, active means well fitted curve in the direction sought with a large enough effect; inconclusive means small, poorly fitted or top-dose-only effect, or another doubt; inactive means no such curve, though single readings can be large; an effect the other way counts as inactive or inconclusive.

Results follow in this order: Mm-Cpn inhibitor	TGFb SMAD3 inh	A549 viability	CCT modulator	EPAC2 agonist	Nrf2 ARE act	Nrf2 block	Akt phos inh	EPAC2 antag
1	Cc1sc2ncnc(N3CCC(C(=O)Nc4nc(-c5ccc(F)cc5)cs4)CC3)c2c1C
 : -9%	?	-7%	-0.3	1%	-0.5%	?	i	-4%
2	CCCN(CC(=O)Nc1ccccc1C)C(=O)CCN1C(=O)c2cccc([N+](=O)[O-])c2C1=O
 : -19%	-5%	9%	-0.1	-3%	-0.8%	0%	i	?
3	COc1ccc(-c2nc(CNS(=O)(=O)c3cc(OC)ccc3OC)cs2)cc1
 : -3%	13%	19%	-0.7	15%	-0.3%	5%	i	2%
4	CC12c3ccccc3C(c3ccccc31)C1C(=O)N(c3cccnc3)C(=O)C12 (stereo not given)
 : -1%	-3%	-5%	-1.0	2%	-0.9%	11%	i	9%
5	COc1ccc(/C=C/C(=O)Nc2ccc(C(C)=O)cc2)cc1S(=O)(=O)N1CCOCC1
 : .	-5%	.	1.0	0%	-2.3%	.	i	-2%
6	CCOc1ccccc1NC(=O)c1cc(S(=O)(=O)N2CCOCC2)cn1C
 : .	2%	-1%	.	.	0.6%	?	.	.
7	O=C(COc1ccccc1[N+](=O)[O-])NCC1(N2CCOCC2)CCCCC1
 : 0%	6%	-18%	-1.6	2%	?	-6%	i	-1%
8	COc1ccc(C(=O)CC(=O)C(=O)Nc2cc([N+](=O)[O-])ccc2OC)cc1
 : 0%	-1%	1%	-3.0	-3%	12%	2%	i	1%
9	CN(C)C(=O)CS(=O)(=O)c1ccc(Cl)cc1
 : 2%	13%	1%	2.8	2%	-0.9%	-18%	i	4%
10	CCN1CCCC1CNC(=O)c1[nH]c2ccc(OC)cc2c1C (stereo not given)
 : -1%	14%	1%	-1.8	12%	-0.9%	0%	i	7%
11	CC(C)C[C@@H](CO)N1CCN(Cc2ccc(O)cc2)CCC1=O
 : 0%	0%&11%	0%	0.5	8%	-1.4%	20%	i	-1%
12	Cc1cccc(NC(=O)Nc2nnc(N(C)Cc3ccccc3)s2)c1
 : .	-24%	14%	.	.	0.6%	-1%	.	.
13	Cc1ccccc1CSCC(=O)NCc1ccco1
 : -1%	-12%	0%	1.7	2%	7.8%	-3%	i	-6%
14	COc1cc(C(=O)OCCCN2CCOCC2)cc(OC)c1OC
 : .	0%	.	-0.4	-1%	4.6%	.	i	-1%
15	CCn1c(=O)c2sccc2n(CC(=O)NC2CCCC2)c1=O
 : 0%	8%	1%	0.5	-6%	0.2%	30%	i	17%
16	CN1C(=O)Cc2cc(S(=O)(=O)Nc3ccc(N4CCOCC4)cc3)ccc21
 : 0%	2%	-12%	0.0	0%	0.2%	-3%	i	2%
17	Cc1cccc2cc(C3CC(c4cccs4)=NN3S(C)(=O)=O)c(Cl)nc12 (stereo not given)
 : -4%	-27%	5%	2.1	7%	-0.9%	?	i	-4%
18	COc1ccc(S(=O)(=O)N(C)C[C@H]2OCCCC[C@@H](C)Oc3ccc(NC(=O)CCC(F)(F)F)cc3C(=O)N([C@H](C)CO)C[C@@H]2C)cc1
 : .	6%	.	1.1	-7%	1.2%	.	i	4%
19	Cc1ccc2sc(NC(=O)c3ccc(N4C(=O)CCC4=O)cc3)nc2c1C
 : 0%	-10%	-8%	-0.4	-1%	-0.8%	9%	i	4%
20	CC(C)CN(C(=O)COC(=O)c1ccc([N+](=O)[O-])o1)C1CCS(=O)(=O)C1 (stereo not given)
 : -1%	-24%	-3%	-0.5	6%	3.4%	9%	i	5%
21	Cc1ccc(Sc2c(C)nn(-c3ccccc3)c2OC(=O)C(C)(C)C)cc1
 : .	3%	1%	.	.	-0.9%	2%[9.27 µM]	.	.
22	O=C(Cn1nnc(-c2ccccc2F)n1)Nc1ccc(S(=O)(=O)NC2CCCC2)cc1
 : -7%	-28%	0%	-1.4	5%	-1.1%	?	i	8%
23	CC(C)(C)NC(=S)NNC(=O)c1ccccc1Cl
 : 2%	0%	2%	-3.5	-6%	-0.3%	8%	i	3%
24	O=c1cc(O)n(-c2ccccc2)c(=S)[nH]1
 : -1%	?	1%	-2.3	5%	-0.4%	5%	i	3%
25	O=[N+]([O-])c1ccc(N2CCN(CC3CCCCC3)CC2)cc1
 : 1%	?	-8%	0.4	17%	2.8%	-27%	i	-7%
26	CCn1c(SCC(=O)NC2CC2)nnc1-c1ccccn1
 : 1%	1%	-6%	-2.5	4%	-1.1%	1%	i	3%
27	CC(C(=O)NCCc1ccc(S(N)(=O)=O)cc1)N1C(=O)CC(C)(C)Sc2ccccc21 (stereo not given)
 : 0%	-7%	-2%	-2.1	0%	0.1%	-4%	i	2%
28	Cc1ccc(N2CC(C(=O)NCCCn3ccnc3)CC2=O)cc1 (stereo not given)
 : -1%	6%	9%	-2.7	5%	0.2%	10%	i	-3%
29	CCCn1c(SCC(=O)NC2CCCC2)nnc1-c1cccnc1
 : 3%	25%	1%	-0.3	-1%	0.5%	10%	i	3%
30	Cc1ccc(-c2csc(/C(C#N)=C/Nc3ccccc3SC(F)(F)F)n2)cc1
 : 3%	3%	-7%	0.8	?	-0.6%	13%	i	-2%
31	CCOc1ccc(S(=O)(=O)N(C)c2ccc(OCC(=O)NCCc3ccc(OC)cc3)cc2)cc1
 : 2%	-5%	-2%	0.9	13%	0.6%	?	i	1%
32	COc1ccc(S(=O)(=O)N2CCC(CN3C(=O)c4cccc5cccc(c45)C3=O)CC2)cc1
 : 2%	15%	12%	-2.0	1%	0.6%	-8%	i	10%
33	CN(C)c1ccc(C2C=C(c3ccccc3)Nc3nnnn32)cc1 (stereo not given)
 : .	95%[activator]	5%	.	.	5.8%	10%	.	.
34	COc1cc(CNc2ncnc3c2ncn3[C@H]2CN(Cc3ccco3)C[C@@H](CO)O2)cc(OC)c1OC
 : .	24%	.	-0.5	6%	4.2%	.	i	-6%
35	CC1=C(C(=O)N2CCOCC2)CC(CC(=O)NCc2ccco2)C(=O)N1Cc1ccccc1 (stereo not given)
 : .	-5%	.	-2.3	10%	0.2%	.	i	5%
36	CC(C)OC(=O)CNc1n[nH]c(=S)[nH]c1=O
 : ?	0%	0%	1.4	-1%	-0.7%	3%	i	-9%
37	CCOCC(=O)Nc1ccc(OCc2ccccc2)cc1
 : -3%	2%	-5%	-4.6	1%	-0.2%	?	i	1%
38	CCOC(=O)c1cnc2ccc(Br)cc2c1NCCCN1CCOCC1
 : -19%	-1%	-3%	-1.5	4%	-0.1%	7%	i	-10%
39	C=CCn1c(Cc2cccs2)nnc1SCC(=O)Nc1ccc(OC)cc1
 : 1%	1%	-1%	-1.5	9%	0.2%	-16%	i	-1%
40	Cc1cc(NC(=O)CSc2n[nH]c(-c3ccc(Cl)cc3Cl)n2)no1
 : 0%	-4%	10%	-0.6	8%	7.1%	7%	i	1%
41	COc1ccc(C(CC(=O)O)NC(=O)C(c2ccccc2)c2ccccc2)cc1 (stereo not given)
 : 0%	4%	1%	-4.9	7%	-1.3%	-12%	i	-1%
42	Cc1cc(NS(=O)(=O)c2ccc(NC(=S)NC(=O)c3ccc(C(C)(C)C)cc3)cc2)no1
 : -1%	?	-10%	-0.1	-4%	-0.4%	1%	i	-3%
43	COc1cc2cc(CN(Cc3cccnc3)C(=O)Nc3ccccc3F)c(=O)[nH]c2cc1OC
 : 0%	-3%	-1%	0.8	2%	-1.1%	-3%	i	10%
44	O=C(Nc1nccs1)C(NS(=O)(=O)c1ccc(Br)s1)c1ccccc1 (stereo not given)
 : -2%	3%	1%	-0.6	-36%[inhibitor]	3.6%	-3%	i	11%
45	O=C(Cc1ccc(-n2c(=O)[nH]c3ccsc3c2=O)cc1)N1CCN(c2ccc(Cl)cc2)CC1
 : -5%	5%	-1%	-0.9	-7%	4.9%	23µM*	i	-3%
46	COc1ccc(Cl)cc1C(=O)N/N=C/c1ccc(N2CCOCC2)cc1
 : 1%	0%	-7%	0.4	1%	-0.4%	-11%	i	9%
47	OCCN1CCN(c2ncnc3c2ncn3[C@H]2CN(Cc3ccc(F)cc3)C[C@@H](CO)O2)CC1
 : .	0%	.	-1.7	8%	-0.4%	.	i	20%
48	CCOC(=O)[C@]12CCC=C1N(Cc1ccco1)C(=O)[C@H](CC(=O)NCC1CCCCC1)C2
 : .	.	.	0.4	-6%	-0.6%	.	i	11%
49	O=C(CN1CCN(CC(=O)c2ccc(Cl)cc2)CC1)c1ccc(Cl)cc1
 : .	-12%	0%	0.7	-5%	0.3%	0%	i	-5%
50	O=C(Cc1cccs1)Nc1ccc(S(=O)(=O)Nc2ncccn2)cc1
 : -1%	-3%	1%	-5.5	0%	-0.3%	12%	i	11%

An excerpt from above, limited to Nrf2 ARE act and Nrf2 block:
no. | canonical_smiles | Nrf2 ARE act | Nrf2 block
7 | O=C(COc1ccccc1[N+](=O)[O-])NCC1(N2CCOCC2)CCCCC1 | ? | -6%
8 | COc1ccc(C(=O)CC(=O)C(=O)Nc2cc([N+](=O)[O-])ccc2OC)cc1 | 12% | 2%

These rows are one share of the data. The share of hits here may be higher or lower than overall.
